Compound activity as filed in PubChem.
p97 ATPase inh – inhibitors of human p97 ATPase, primary screen, biochemical; Transitional endoplasmic reticulum ATPase (Homo sapiens), P55072; recombinant p97 ATPase, Kinase-Glo ATP luminescence, 3 h; inhibition, % at 8 µM; hit rate 0.42% among 220,000; AID 1481, 2009; in the data active means inhibition above about 15%;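 further: 0% = DMSO vehicle and 100% = wells lacking enzyme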
RBBP9 inhibitor – human RBBP9 inhibitors, primary screen, biochemical, fluorescence polarization, FP-Rh probe, HTS; Serine hydrolase RBBP9 (Homo sapiens), O75884; recombinant RBBP9; inhibition, % at 7.94 µM; hit rate 0.2% among 220,000;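 active means inhibition above the campaign mean of all tested compounds plus 3 SD, cut at about 14% in these data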;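 further: plate controls were DMSO wells with RBBP9 for no effect and wells lacking RBBP9 protein for full effect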
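Material: RBBP9 protein. Amount: RBBP9 at 2.5 µM in dispensed solution, before mixing. Schedule: 30 min then 45 min, 25 °C. Medium: Tris buffer pH 8.0, NaCl, Pluronic. Measured by: fluorescence polarization. Measure: percent inhibition from mP, scaled between DMSO and no-protein wells. Replication: one well per compound.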
p47phox inh – p47phox/p22phox peptide binding inhibitors, primary screen, biochemical, uHTS, NADPH oxidase regulatory subunit; fluorescence polarization, 2 h; hit rate 0.53% among 220,000; Neutrophil cytosol factor 1 (Homo sapiens), P14598; inhibition, % at 24.7 µM;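 active means inhibition above about 30%, limit read from the data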;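 further: 0% = p47phox with labelled peptide and 100% = labelled peptide alone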
Target sequence (P14598 whole entry, looked up): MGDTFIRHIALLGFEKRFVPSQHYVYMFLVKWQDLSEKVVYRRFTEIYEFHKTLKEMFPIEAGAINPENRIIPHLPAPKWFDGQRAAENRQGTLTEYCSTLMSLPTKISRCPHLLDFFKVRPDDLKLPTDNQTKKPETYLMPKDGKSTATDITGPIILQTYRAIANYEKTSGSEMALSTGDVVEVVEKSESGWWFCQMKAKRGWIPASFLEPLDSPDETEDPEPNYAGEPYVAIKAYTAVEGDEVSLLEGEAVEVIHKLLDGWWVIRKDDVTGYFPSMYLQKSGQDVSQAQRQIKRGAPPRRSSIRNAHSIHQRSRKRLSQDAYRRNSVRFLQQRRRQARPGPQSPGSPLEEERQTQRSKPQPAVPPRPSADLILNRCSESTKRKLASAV
Runt-SMMHC FRET – inhibitors of RUNX1 Runt–CBFb-SMMHC binding, primary screen, biochemical, FRET, Cerulean-Runt, Venus-CBFb-SMMHC, uHTS; Cerulean-Runt/Venus-CBFb-SMMHC FRET ratio 530/480, 1 h; hit rate 0.74% among 220,000; inhibition, % at 20 µM; AID 1434, 2008;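 active means mean inhibition across duplicate retests at 20 µM reaching about 50%, limit read from the data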;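 further: 0% = DMSO wells and 100% = wells with excess untagged CBFb-SMMHC; inhibitors lower the FRET ratio by blocking Runt binding to CBFb-SMMHC; some results filed as inactive read as strong as hits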
EBV gp42 inh – Epstein-Barr virus gp42 inhibitors, primary screen, biochemical, uHTS, fluorescence polarization; Glycoprotein 42 (Epstein-Barr virus (strain AG876)), Q1HVG2; Fluorescence polarization binding assay, mP read-out; inhibition, % (tested at 21.74 µM); hit rate 0.42% among 220,000; AID 1085, 2008; in the data active means inhibition above about 50%
Tb hexokinase – Trypanosoma brucei hexokinase 1 inhibitors, primary screen, biochemical, G6PDH-coupled NADH absorbance, MLSCN library | hexokinase 1 [Trypanosoma brucei] | inhibition, % at 10 µM | hit rate 0.11% among 220,000 | recombinant TbHK1, G6PDH-coupled NADH A340;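 active means inhibition of 50% or more in the single-dose primary screen; inactive means inhibition below 50%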
Calpain2 inh – inhibitors of pig calpain II, primary screen, biochemical, fluorogenic peptide substrate, 1536-well; inhibition, % at 16 µM; hit rate 0.37% among 220,000; purified calpain II, 30 min;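 active means inhibition above about 50%, limit read from the data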
Runt-CBFb FRET – inhibitors of RUNX1 Runt–CBFb binding, primary screen, biochemical, FRET, Cerulean-Runt, Venus-CBFb, uHTS. Runt-related transcription factor 1 (Homo sapiens) + Core-binding factor subunit beta …. Cerulean-Runt/Venus-CBFb FRET ratio 530/480, 1 h. inhibition, % at 20 µM. hit rate 0.46% among 220,000. AID 1496, 2009;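 active means inhibition over about 50% at 20 µM in the single-dose screen, limit read from the data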;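 further: 0% = DMSO wells and 100% = excess unlabeled CBFb competitor control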
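test system = Cerulean-Runt domain fusion protein, energy donor | probe or stimulus = Venus-CBFb binding partner, 100 nM | incubation = two 1 h room-temperature incubations shielded from light | detection = fluorescence energy transfer, 422 nm excitation, 530/480 nm emission | measure = loss of energy transfer signal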
Furin inhibitor – human furin inhibitors, primary screen, biochemical, fluorescence intensity. purified furin, fluorogenic substrate cleavage. inhibition, % at 30 µM. hit rate 0.061% among 220,000; in the data active means inhibition above about 25%; further: inactives centre near -15
Target sequence (P09958 108-714 limits assumed): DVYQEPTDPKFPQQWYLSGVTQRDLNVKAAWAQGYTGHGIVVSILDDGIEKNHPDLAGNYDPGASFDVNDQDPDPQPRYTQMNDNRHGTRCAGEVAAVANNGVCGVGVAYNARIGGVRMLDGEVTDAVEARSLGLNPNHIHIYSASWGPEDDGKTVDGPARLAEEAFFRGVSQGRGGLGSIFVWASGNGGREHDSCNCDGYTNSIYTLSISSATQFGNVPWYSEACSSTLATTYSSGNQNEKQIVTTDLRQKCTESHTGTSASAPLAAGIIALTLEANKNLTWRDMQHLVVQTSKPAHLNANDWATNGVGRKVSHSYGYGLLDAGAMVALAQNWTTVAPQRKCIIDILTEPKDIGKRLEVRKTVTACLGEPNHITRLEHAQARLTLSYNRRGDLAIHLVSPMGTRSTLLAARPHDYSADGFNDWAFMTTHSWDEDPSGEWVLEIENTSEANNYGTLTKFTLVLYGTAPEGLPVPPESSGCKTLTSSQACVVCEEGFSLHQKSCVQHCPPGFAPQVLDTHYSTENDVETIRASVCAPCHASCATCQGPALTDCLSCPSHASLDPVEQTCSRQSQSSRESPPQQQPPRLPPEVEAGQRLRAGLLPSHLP
Numbers without * were called inactive; . = no result given; [ ] = dose if it differs, or a comment. This is a random part of the collection, and some 2.7% of all compounds hit somewhere here.

SMILES	p97 ATPase inh	RBBP9 inhibitor	p47phox inh	Runt-SMMHC FRET	EBV gp42 inh	Tb hexokinase	Calpain2 inh	Runt-CBFb FRET	Furin inhibitor
COc1ccc(CCNC(=O)COC(=O)/C=C/c2ccc(OCC#N)c(OC)c2)cc1	1	-2	-5	0	39	-1	-37	2	-22
COc1ccc(N(CC(=O)N2CCc3ccccc3C2)S(=O)(=O)c2c(C)[nH]c(=O)[nH]c2=O)cc1	-1	-5	-10	8	-17	-9	-13	2	-23
Cc1ccccc1N(CC(=O)N/N=C/c1ccccc1Cl)C(=O)c1ccccc1	2	-2	-7	-6	3	-5	-10	0	-16[20 µM]
CN1CCN(NC(=O)c2cccs2)CC1	1	-7	-5	1	-2	-3	-8	-2	-23
Cc1cc(C)n(CNc2nc(C(F)(F)F)cs2)n1	5	3	2	0	-9	-5	-11	0	-23
Cc1cc[n+](-c2ccccc2)c2ccccc12	-6	-7	1	-2	-5	9	9	-2	1
COc1ccc(NC(=O)CSc2nnc(-c3cccs3)n2-c2ccccc2)cc1	7	-1	1	-10	-16	-2	-10	0	-25
CCOc1ccc(S(=O)(=O)Nc2cc(C)ccn2)c2ccccc12	3	-4	-2	0	12	13	36	0	-13[20 µM]
CCCOP(=O)(c1ccc(N(C)C)cc1)C(O)c1ccccc1OC (stereo not drawn)	-8	0	-13	-2	2	-9	7	-1	1
CCC(C)(C)n1nnnc1CN1CCN(c2ccc(OC)cc2)CC1	1	-6	-3	-1	1	-18	1	2	-23
CCc1ccc2[nH]c(=O)c(C(c3nnnn3CCOC)N3CCN(c4ccc(F)cc4)CC3)cc2c1 (stereo not drawn)	0	-7	-17	2	-11	-15	-66	10	-11
S=C(Nc1ccc(Cl)c(Cl)c1)NC1CCCCC1	2	-21	-8	0	3	-7	4	-1	-9[20 µM]
COc1ccc(C2CC(=O)C3=C(C2)Nc2ccccc2NC3c2coc3ccccc3c2=O)cc1OC (stereo not drawn)	6	0	2	-3	8	11	-6	-3	-7
CC(C)c1nc(NCCN2CCOCC2)c(C#N)c2c1COC(C)(C)C2	-6	-5	-8	-1	-16	-25	-19	-3	-49
CC(C)(CO)CNC(=O)CC1C(=O)NCCN1CC(c1ccccc1)c1ccccc1 (stereo not drawn)	0	-1	12	0	-1	-4	8	1	-20
CN(C)C(=O)c1ccccc1Sc1ccc(Cl)cc1Cl	-6	-5	-8	-7	-5	-3	29	2	-6[20 µM]
Cc1ccc(Cl)cc1-n1c(=O)cc(N2CC(C)OC(C)C2)[nH]c1=O (stereo not drawn)	8	1	-12	-6	-9	28	18	0	-9
CCN(CC)C(=O)Cn1cc(C(=O)C2CC2)c2ccccc21	4	-2	-11	0	-8	-2	-22	-1	-30
COc1cc([N+](=O)[O-])ccc1-c1ccc(C(=O)Nc2ccc(NC(C)=O)cc2)o1	-1	-2	28	10	35	-10	12	25	-11
NNC(=O)Cn1c(-c2ccccc2)cc(=O)n2ncnc12	3	1	-10	-3	-19	-2	-20	0	-9

Looked up by structure from the entries so far:
SMILES	p97 ATPase inh	RBBP9 inhibitor	p47phox inh	Runt-SMMHC FRET	EBV gp42 inh	Tb hexokinase	Calpain2 inh	Runt-CBFb FRET	Furin inhibitor
Cc1cc(C)n(CNc2nc(C(F)(F)F)cs2)n1	5	3	2	0	-9	-5	-11	0	-23
Cc1ccccc1N(CC(=O)N/N=C/c1ccccc1Cl)C(=O)c1ccccc1	2	-2	-7	-6	3	-5	-10	0	-16[20 µM]
CCc1ccc2[nH]c(=O)c(C(c3nnnn3CCOC)N3CCN(c4ccc(F)cc4)CC3)cc2c1 (stereo not drawn)	0	-7	-17	2	-11	-15	-66	10	-11
COc1ccc(CCNC(=O)COC(=O)/C=C/c2ccc(OCC#N)c(OC)c2)cc1	1	-2	-5	0	39	-1	-37	2	-22

Additional compounds follow:
SMILES	p97 ATPase inh	RBBP9 inhibitor	p47phox inh	Runt-SMMHC FRET	EBV gp42 inh	Tb hexokinase	Calpain2 inh	Runt-CBFb FRET	Furin inhibitor
CC(C)[C@H](NC(N)=O)C(=O)Nc1cccc([N+](=O)[O-])c1	-4	-15	-2	3	9	1	-6	0	-16
Nc1c(NC2CCCCC2)c2ccccc2oc1=O	0	-2	-6	0	8	-27	-3	0	-8[20 µM]
COc1ccc(CC(=O)Nc2nn(C)c3nc4c(C)cccc4cc23)cc1	-8	-13	-12	72*	-7	-6	-2	11	-17
Cc1ccc(S(=O)(=O)NCCNc2ccc([N+](=O)[O-])cc2C(F)(F)F)cc1	-3	11	-6	-1	-15	-1	-4	-1	-7
CC1(C)Cc2c(C#N)c(NCCN3CCOCC3)nc(-c3ccco3)c2CO1	-2	-10	-5	-3	-10	-10	-51	0	-24[20 µM]
O=C(CCc1ccccc1)NCCC1=CCCCC1	-3	-3	-5	0	-5	39	17	-3	0
COc1cccc(CN2CCN(C(=O)c3cccc(F)c3)CC2)c1	1	-4	.	.	.	1	.	.	-20[20 µM]
CC/C(=N\NC(=O)c1ccc(N(C)C)cc1)c1ccccc1	5	-2	-4	-2	-14	-10	4	1	-25
Cc1c2cnn(CC(=O)N3CCN(c4ncccn4)CC3)c(=O)c2c(C)n1Cc1ccc(F)cc1	5	-1	-6	4	-12	-5	-12	-5	-13
CCc1ccc(-n2c(SCc3c(C)noc3C)nnc2-c2ccncc2)cc1	-6	-8	-1	5	-23	41	11	1	-14[20 µM]
O=C(NCc1ccco1)c1ccc(CS(=O)(=O)Cc2ccc(Cl)cc2)o1	6	-4	-102	4	-3	8	21	2	-30
Cc1ccccc1C(=O)/C=C1/SCC(=O)N1C	3	-5	-17	-2	-12	-35	32	0	-8
CC1=C(C(N)=O)C(c2cccs2)NC(=S)N1 (stereo not drawn)	3	-3	-5	1	-6	-10	-7	1	-20
O=C(c1ccc(Cl)c(Cl)c1)N1CCC(=O)N(C(COCc2ccccc2)Cc2ccccc2)CC1 (stereo not drawn)	-1	-5	-6	0	-5	-1	-7	-5	-12
COc1ccc(NC(=S)Nc2ncccc2C)c(OC)c1	0	-8	0	14	18	-7	-2	18	-22[20 µM]
Cc1ccc(NC(=O)CSCc2nc3c(nnn3Cc3ccc(F)cc3)c(=O)[nH]2)c(C)c1	-9	-11	-2	2	-4	7	22	-6	-4
Cc1ccc2c(=O)[nH]c(Cc3ccccc3C(=O)O)nc2c1	3	1	-4	1	-6	-17	-19	0	-17
Clc1ccc(OCCCc2nc(-c3cccnc3)no2)c(Cl)c1	-6	-12	-11	-9	-18	0	2	-7	-25
CCn1c(SCC(=O)NNC(=O)c2ccc(OC)cc2)nnc1-c1cccnc1	5	-9	-2	0	-4	-4	-12	0	-9
O=C(NCCSCc1ccccc1)c1ccc(F)cc1	-1	-10	4	-2	-12	-3	10	3	-17
CC(C)OC(=O)c1ccccc1C(=O)c1ccc(N)c([N+](=O)[O-])c1	-2	-16	3	3	-6	-13	2	-1	-8
Cc1ccc(S(=O)(=O)c2c(N)n(Cc3ccco3)c3nc4ccccc4nc23)cc1C	0	-7	-77	14	4	-9	-430	22	-16[20 µM]
COC(=O)[C@@]1(Cc2ccc(F)cc2)[C@H]2c3cc(C(=O)N(C)C)n(Cc4nc5ccccc5[nH]4)c3C[C@H]2CN1C(=O)c1ccccc1	8	-8	-58	-5	-26	-3	-104	-3	-20
CC(=O)Oc1ccc(C(=O)O)c(OC(C)=O)c1	2	-13	-6	-2	-14	-6	-13	2	-29
COCCCNC(=O)c1cc2c(=O)n3cc(C)ccc3nc2nc1NCC1CCCO1 (stereo not drawn)	5	-4	-6	60*	-4	-1	-129	19	-136
CCN(CC(=O)NCc1ccccc1Cl)CC(=O)Nc1c(F)cccc1F	2	-3	11	-2	-4	-4	-8	-1	3
O=C(/C=C/c1ccc(Cl)cc1Cl)NCCSc1ccccc1	-5	1	9	2	-3	7	19	-1	-17
Cc1nc(-c2ccc(NC(=O)c3cccs3)cc2)cs1	-32	-11	-8	-3	-10	5	-37	-1	-6[20 µM]
CCC(=O)NC(=S)Nc1cccc(-c2nc3ncccc3o2)c1	-3	-3	-6	3	7	2	23	-1	-6
Cc1noc(N)c1C(=O)Nc1ccc(C(C)(C)C)cc1	-11	-9	-40	-1	3	2	31	-1	-20[20 µM]
CC(=O)c1c(C)[nH]c(C(=O)COc2ccc(C#N)cc2)c1C	1	1	-12	-3	-10	-4	-1	-1	-14[20 µM]
Cc1cccc(N(CC(=O)Nc2ccc(-c3nc4ccc(C)cc4s3)cc2)S(C)(=O)=O)c1	3	-3	-46	3	-16	-12	0	-2	-17
COc1cccc(OC)c1-c1nn2c(-c3ccccc3Cl)nnc2s1	3	-9	-31	-1	-10	2	-29	-1	-19
COc1ccc(NC(=O)C2C3C=CC(C3)C2C(=O)NCc2ccco2)c(OC)c1 (stereo not drawn)	1	-8	-11	2	-9	-6	-15	-2	-17[20 µM]
CCOC(=O)c1ccc(NC(=S)NNC(C)(C)C)cc1	-8	-12	-9	9	-1	-7	8	14	0
NS(=O)(=O)c1ccc(N=Nc2c(=O)[nH]n3c(=O)c4c([nH]c23)CCCC4)cc1	0	1	0	-14	8	-6	-7	-4	8
CCOC(=O)COc1ccc(S(=O)(=O)N2CCN(c3ccccc3F)CC2)cc1	-2	-12	-19	0	-17	-4	1	1	10[20 µM]
CC(C)(O)[C@H](O)COc1c2ccoc2cc2oc(=O)ccc12	3	-12	-1	4	-8	-10	-26	0	-20
CCN(C(=O)c1sc(N)c(C#N)c1C)C1CCCCC1	0	0	-5	-6	-19	-2	-2	-1	-19
COC1CCN(Cc2cn(Cc3ccccc3)nc2-c2cc3ccccc3o2)CC1	-4	-6	-7	-1	-11	1	23	0	-18
COc1ccc(/C(C)=N\Nc2nc(-c3ccccc3)cc(=O)[nH]2)cc1	3	-4	-8	2	-18	0	-72	0	-24
Cc1nonc1NC(=O)N1CCCC1	0	0	-12	-5	-8	2	9	0	-14
CCCc1nc2ccccc2c(=O)n1/N=C/c1ccc(O)c(O)c1	6	0	-2	1	-5	-30	-18	8	-8
O=S(=O)(NCC(Nc1ccc(Cl)cc1)c1ccccc1)c1ccccc1 (stereo not drawn)	-7	-10	2	-3	20	-5	13	0	-3
Cc1ccc(NC(=O)Cn2nnc3ccccc3c2=O)cc1C	2	2	3	0	-5	6	25	-2	-13
Cc1cc(C(=O)OCC(=O)N2CC(C)CC(C)C2)c(C)o1 (stereo not drawn)	-4	-8	-3	3	-5	-9	22	1	-18
COc1ccc(-c2cc(C(F)(F)F)n3ncc(C(=O)N4CCCCC4c4cccnc4)c3n2)cc1 (stereo not drawn)	5	5	-6	6	-21	-9	-369	-1	-25
O=C(Nc1ccc(Cl)c(C(F)(F)F)c1)c1ccco1	-1	-4	-21	-2	-19	30	-33	-2	-8
CCN1CCN(C(=O)CCN2C(=O)COc3ccc(C)cc32)CC1	0	0	-2	2	-2	1	14	0	-15
